# Screens deposited in PubChem BioAssay by NCI.
# All columns: NCI-60 one-dose screen, growth in % after 48 h at 10 µM unless noted; 100 = growth as untreated, 0 = no growth, -100 = all killed.
# MDA-MB-435 = MDA-MB-435 melanoma; actives 7.8% (n = 82,000)
# RPMI-8226 = RPMI-8226 leukemia cells | actives 7.5% (n = 77,000) | AID 1794781
# CCRF-CEM = CCRF-CEM leukemia | actives 7% (n = 77,000) | AID 1794778
# MOLT-4 = MOLT-4 leukemia cells | AID 1794779 | actives 6.9% (n = 80,000)
# K-562 = K-562 leukemia | actives 7.4% (n = 78,000)
# MDA-MB-231 = MDA-MB-231 breast cancer. actives 5% (n = 81,000)
# MDA-MB-468 = MDA-MB-468 breast cancer; AID 2202374; actives 8.5% (n = 78,000)
# SR = SR leukemia cells. actives 8.7% (n = 73,000). AID 1794780
# * marks the source's active call; other numbers are inactive results; . = not tested or not shown; & = joins results of further samples; [ ] = remark or other dose. How the source made its calls: active means growth percent below 10; inactive means the rest.
SMILES,MDA-MB-435,RPMI-8226,CCRF-CEM,MOLT-4,K-562,MDA-MB-231,MDA-MB-468,SR
COc1ccc(Oc2nc(Nc3ccc(N4CCOCC4)cc3)ncc2NC(=O)c2cccc(OC)c2)cc1,91.3,56.6,84.1,.,112.7,91.1,98.5,.
CC(C)(C)c1nc(-c2ccc(O)c(O)c2)cs1,36.6,39.2,26.4,44.1,50.0,54.3,53.5,26.9
O=[N+]([O-])c1ccc(/C=N/Nc2ccc(S(=O)(=O)O)cc2)cc1,114.7,90.5,94.3,111.9,100.2,115.1,101.5,.
CSc1nc(Cl)c2cc(-c3ccc(Cl)cc3)[nH]c2n1,108.3,70.3,99.7,94.6,91.8,52.8,92.9,92.8
COC1OC2COC(c3ccccc3)OC2C(OC(C)=O)C1OC(C)=O (configuration not stated),102.9,.,96.8,104.9,106.4,106.9,103.9,92.5
O=C1[C@@H]2Cc3c([nH]c4ccccc34)[C@@H](c3ccc(Br)cc3)N2C(=O)CN1C1CCN(Cc2c(Cl)cccc2Cl)CC1,84.8,62.5,71.2,49.5,52.8,99.1,80.5,68.7
O=CNC1c2ccccc2CCc2ccccc21,97.2&106.3,105.8,108.7&104.1,105.9&103.4,101.7&101.1,103.1&102.4,107.5&120.1,61.3&104.8
O=C1CSc2ccccc2N1,107.8,95.2,96.6,113.7,122.0,115.5,112.5,104.9
CC(=O)c1cccc(Nc2ncnc3c2cnn3-c2ccccc2)c1,93.1,46.9,.,.,52.8,94.1,88.5,69.8
COC(=O)[C@]12CCC(C)(C)C[C@H]1[C@H]1C(=O)C[C@@H]3[C@@]4(C)C[C@@]5(C(=O)Nc6ccccc65)C(C)(C)[C@@H]4CC[C@@]3(C)[C@]1(C)CC2,75.3[8.25 µM],58.1[8.25 µM],57.7[8.25 µM],54.8[8.25 µM],54.7[8.25 µM],74.8[8.25 µM],64.0[8.25 µM],.
COc1ccc(Nc2ncc3c(=O)[nH]ccc3n2)cc1,106.6,98.8,102.5,122.2,.,107.9,117.2,107.3
CNC(=O)c1ccc(S(=O)(=O)Nc2ccc(NC(=O)CCCC(=O)NOCc3ccccc3)cc2)cc1,107.7,112.9,96.2,100.3,106.8,98.0,106.7,102.5

# Some values from the list:
# For RPMI-8226, COc1ccc(Nc2ncc3c(=O)[nH]ccc3n2)cc1 is listed with 98.8
# For MDA-MB-231, COC1OC2COC(c3ccccc3)OC2C(OC(C)=O)C1OC(C)=O (configuration not stated) is listed with 106.9
# For MDA-MB-435, O=C1[C@@H]2Cc3c([nH]c4ccccc34)[C@@H](c3ccc(Br)cc3)N2C(=O)CN1C1CCN(Cc2c(Cl)cccc2Cl)CC1 is listed with 84.8
# For K-562, O=C1CSc2ccccc2N1 is listed with 122.0

# More entries.
SMILES,MDA-MB-435,RPMI-8226,CCRF-CEM,MOLT-4,K-562,MDA-MB-231,MDA-MB-468,SR
CN1C(=O)N(C)C2(c3ccccc3)OC(=S)NC12c1ccccc1 (configuration not stated),103.5,109.1,114.0,103.2,92.3,110.3,112.3,105.3
CCOC(=O)c1c2c(c(C)n1Cc1ccccc1)-c1[nH]ncc1CC2,117.4,72.2,87.0,57.8,88.2,83.2,.,73.7
CSc1nc(O)c(Nc2ccccc2)c(=O)[nH]1,112.2,92.7,95.3,.,.,.,99.2,.
Oc1c(CNCCNCc2cc(Cl)cc(Cc3ccccc3)c2O)cc(Cl)cc1Cc1ccccc1,22.8,20.8,8.5*,18.2,13.2,36.2,24.2,5.7*
COc1ccc(-c2c(-c3ccccc3)noc2N)cc1OC,91.0,.,98.1,99.3,95.0,119.9,85.7,76.6
CCn1c(Sc2nnc(/N=C3\NC(=O)/C(=C/c4ccc([N+](=O)[O-])cc4)S3)s2)nc2c1c(=O)n(C)c(=O)n2C,104.1,112.9,115.7,114.0,114.5,101.4,97.4,109.9
CCCCNC(=O)/C(=C\c1ccc(OC)c(OC)c1)NC(=O)c1ccccc1,105.4,103.6,110.0,98.9,103.2,102.8,127.7,96.9
O=C1Nc2cc(Cl)c(CCCl)cc2/C1=C\c1ccc(Cl)cc1,94.7,79.1,68.0,55.3,101.7,82.3,105.0,79.4
Cc1ccc(S(=O)(=O)NCCNc2nccc(-n3ccc4cccnc43)n2)cc1,103.2,92.4,89.3,90.7,89.4,96.0,77.3,79.6
COc1ccc(-c2cc(-c3cccs3)n3nc(Nc4ccccc4)c(-c4nc5ccccc5s4)c3n2)cc1,105.9,68.2,93.5,86.5,65.8,102.7,98.6,69.6
COc1cc(OC)c(NC(=O)NNC(=O)C(=O)NC2CC2)cc1Cl,107.7,96.0,94.7,102.8,90.9,101.1,108.6,98.4
CC(C)(C)[Si](C)(C)OCC1OC(n2cnc3c(N)ncnc32)CC1OS(C)(=O)=O (configuration not stated),112.0,103.4,100.6,105.4,104.8,101.8,99.7,107.3
O=C(Nc1ccc(NS(=O)(=O)c2ccc(C(F)(F)F)cc2)cc1)C12CC3CC(CC(C3)C1)C2,95.8,78.0,88.6,67.3,86.3,98.7,94.2,84.9
COC(C)(c1ccccc1)c1ccc(-c2ccccc2)cc1 (configuration not stated),101.0,91.2,88.6,103.2,108.8,96.7,103.7,105.5
Oc1ccc(CSc2nnc(-c3cnccn3)n2-c2ccccc2)c2cccnc12,23.4,29.1,16.7,21.3,19.6,32.1,5.5*,42.1
Clc1cccc(/C=N/Nc2nc(N/N=C/c3cccc(Cl)c3)nc(N3CCCCC3)n2)c1,90.4,72.4,75.0,68.7,83.0,116.1,76.3,74.6
COc1cc2cc(NCc3ccc(Cl)cc3)nc(C)c2cc1OC,10.9,14.3,27.9,27.6,9.1*,42.1,63.4,18.7
O=C(N/N=C/c1cccc(OCc2ccccc2)c1)c1cnn2c1NC(c1ccccc1)C2 (configuration not stated),69.5,89.5,94.5,85.3,78.5,72.6,81.0,54.0
Cc1ccc(Nc2cccc3cccc(S(=O)(=O)O)c23)cc1,109.3,89.0,110.4,91.9,93.6,102.5,111.8,.
O=C1/C(=C\c2cn(-c3nc(N4CCOCC4)nc(N4CCOCC4)n3)c3ccccc23)c2ccccc2N1c1c(Cl)cccc1Cl,83.5,60.1,64.5,60.5,80.6,76.9,17.0,27.4
C/C(=N\NC(=O)CSCC(=O)N/N=C(\C)c1ccccc1)c1ccccc1,116.2,.,.,87.7,101.7,103.6,114.3,84.6
COC(=O)[C@H](NS(=O)(=O)N(c1ccc(F)cc1)C1CCN(C(=O)c2ccc(F)cc2)CC1)C(C)C,117.0,97.5,89.9,111.4,131.8,106.8,94.8,93.4
C#CCn1c2c(c3ccccc31)C[C@]1(C)[C@H]3CC=C4[C@@H]5CC(C)(C)CC[C@]5(C(=O)OC)CC[C@@]4(C)[C@]3(C)CC[C@H]1C2(C)C,107.8,108.8,107.0,102.0,99.6,101.0,100.0,103.9
Cc1ccc(NCC(O)C(O)C(O)CO)cc1C (configuration not stated),104.3,105.9,92.1,82.1,94.2,109.3,109.8,98.8
CCN1CCN(CC(=O)Nc2nc3ccc(NCc4ccc([N+](=O)[O-])cc4)cc3s2)CC1,96.6,79.3,90.8,86.3,65.7,89.1,83.0,88.0
CCOC(=O)C1[C@@H]2C(=O)N(c3ccc(C)cc3)C(=O)[C@@H]2[C@H](c2cn(-c3ccccc3)nc2-c2ccccc2)N1Cc1ccccc1 (some centres not stated),94.6,86.4,87.2,69.6,90.4,97.1,86.0,97.2
O=C(CN1CCN(Cc2ccccc2)CC1)N1c2cccc3cccc(c23)N(C(=O)CN2CCN(Cc3ccccc3)CC2)C1c1cn(-c2ccccc2)nc1-c1cccc([N+](=O)[O-])c1,100.9,74.2,94.2,82.4,82.9,95.5,77.5,.
COCCCN1CCN(c2ncc([N+](=O)[O-])c(N3CCN(CCCOC)CC3)n2)CC1,103.7,104.2,104.7,102.2,104.0,104.6,98.4,101.4
COc1ccc(NC(=O)Nc2ccc(-c3ccc(NC(=O)Nc4ccc(OC)cc4)c(C)c3)cc2C)cc1,100.8,93.4,94.3,90.0,102.4,91.7,96.1,87.4
O=C(CNc1nc(-c2ccccc2)cs1)Nc1ccc(Br)cc1,-1.1*,-5.4*,5.2*,-12.4*,6.7*,-92.5*,-84.1*,-18.8*
CCOC(=O)CCOCCC(=O)OCC,114.7,104.0,.,89.1,89.8,111.3,97.6,88.4
COc1ccc(-c2nn(-c3ccc(NC(=O)Nc4cccc(Cl)c4Cl)cc3)cc2-c2ccncc2)cc1Cl,53.3,25.5,45.6,59.1,55.6,56.3,70.6,75.0
COc1cc(C(=O)/C=C/c2c(-c3ccc(Cl)cc3)nc3sc(-c4ccccc4)c(-c4ccccc4)n23)cc(OC)c1OC,97.6,32.8,83.8,63.3,72.7,108.2,71.9,59.4
O=C(NCCN1CCOCC1)c1ccc2c(c1)nc(Nc1cccc(Cl)c1)c1ccncc12,106.4,103.8,104.7,103.3,96.0,99.8,96.1,100.3
Cc1ccc(S(=O)(=O)NC(CCC(=O)O)C(=O)O)cc1 (configuration not stated),96.2,103.6,96.0,94.9,99.7,107.8,104.2,90.5
O=C(/C=C/c1ccc(O)cc1)c1cc2ccccc2oc1=O,106.4,107.4,108.2,99.7,.,90.6,95.4,89.8
Nc1nnc(CSCc2ccc(F)cc2)s1,100.9,97.1,97.7,97.9,114.1,101.7,104.2,109.0
Cc1ccc2ccccc2c1C[n+]1ccccc1,101.9,80.9,.,.,.,77.8,50.5,.
CC1(C)Oc2cc3oc(=O)ccc3cc2C[C@@H]1OCCOS(=O)(=O)c1ccc(F)cc1,98.7,90.7,98.2,86.0,.,100.3,79.3,107.9
O=Cc1cccc(C(=O)O)c1O,101.2,109.9,114.8,117.3,126.0,103.0,107.5,111.8
O=C(Nc1ccc(C(=O)Nc2cc(S(=O)(=O)O)cc3cccc(S(=O)(=O)O)c23)cc1)Nc1ccc(C(=O)Nc2cc(S(=O)(=O)O)cc3cccc(S(=O)(=O)O)c23)cc1,132.6,115.3,117.4,128.2,102.0,102.1,113.6,128.5
O=CNc1ccc(C(=O)O)c(O)c1,93.5,108.5,106.8,109.2,106.5,107.2,104.5,115.2
Cc1cc(Cl)ccc1Nc1nc(C(F)(F)F)ccc1C(=O)N/N=C/c1ccc(N(C)C)cc1,43.7,-26.1*,.,12.8,18.9,22.0,.,17.4
CCOC(=O)c1nn(-c2ccc(C)cc2)c(=O)c2c(N)c(C#N)c(-c3ccccc3)cc12,107.1,106.9,94.9,126.2,135.1,91.7,98.4,117.6
COc1cc(/C(C#N)=C/c2nc3c(N4CCOCC4)nc(Cl)nc3n2C)cc(OC)c1OC,-48.5*,7.1*,14.4,9.9*,4.6*,9.1*,15.0,27.9
CCCCCCCCCCCCCCCC(=O)N(CCC#N)c1ccc(N(CCC#N)C(=O)CCCCCCCCCCCCCCC)cc1,95.0,99.2,92.9,98.7,106.6,116.4,.,105.1
COc1ccc(C2Cc3c(nn(-c4cccc(Cl)c4)c(=O)c3C#N)C(O)=C2[N+](=O)[O-])cc1 (configuration not stated),111.9,.,91.4,88.5,.,81.6,103.0,.
C#Cc1ccc(-n2c(/C=C/c3c(OC)cc(OC)cc3OC)nc3ncccc3c2=O)cc1,95.0,90.9,111.3,98.6,99.5,100.7,95.2,89.1
Cc1cccc(N=Nc2sc(-n3[nH]c(=O)ccc3=O)nc2C)c1,102.5,100.9,99.5,103.3,98.9,98.0,105.5,115.3
CC(C)OC(=S)NC(=O)c1ccccc1,104.3,90.3,99.9,100.0,81.6,125.4,.,96.7
COc1ccc(CNC(=O)c2c(C)n([O-])c3cc(Cl)c(Cl)cc3[n+]2=O)cc1,103.5,.,.,100.0,118.8,98.1,.,99.9
CCC(=O)c1cc(-c2cc(C(=O)CC)[nH]n2)n[nH]1,120.3,104.7,104.6,103.8,114.9,99.4,96.1,98.6
CC(C)C1CC(=O)c2c(oc3cc(O)c(O)cc23)C1 (configuration not stated),99.7,70.0,45.1,69.3,92.2,89.6,97.4,61.6
Cc1[nH]n(C(=O)c2ccccc2)c(=O)c1N=Nc1ccc(S(=O)(=O)N=C(N)N)cc1,102.5,102.7,105.3,108.8,100.3,100.1,90.6,102.1
CCS/C(Nc1ccccc1)=C(\C#N)C(=O)N/N=C/c1ccco1,105.3,103.3,91.2,76.3,97.8,96.2,91.4,85.1
Nc1nn(C(=O)c2ccc[nH]c2=O)cc1-c1ccc(Cl)cc1,84.4,82.4,97.5,103.2,82.2,100.7,72.7,106.4
COc1ccccc1/C=C/C=N/N1C(=O)NC2C1N(C)C(=S)N2C (configuration not stated),103.9,90.8,105.5,99.2,101.3,71.5,98.6,96.6

# Compounds listed so far that contain an aryl thioether with sulfur outside any ring (4):
SMILES,MDA-MB-435,RPMI-8226,CCRF-CEM,MOLT-4,K-562,MDA-MB-231,MDA-MB-468,SR
CSc1nc(Cl)c2cc(-c3ccc(Cl)cc3)[nH]c2n1,108.3,70.3,99.7,94.6,91.8,52.8,92.9,92.8
CSc1nc(O)c(Nc2ccccc2)c(=O)[nH]1,112.2,92.7,95.3,.,.,.,99.2,.
CCn1c(Sc2nnc(/N=C3\NC(=O)/C(=C/c4ccc([N+](=O)[O-])cc4)S3)s2)nc2c1c(=O)n(C)c(=O)n2C,104.1,112.9,115.7,114.0,114.5,101.4,97.4,109.9
Oc1ccc(CSc2nnc(-c3cnccn3)n2-c2ccccc2)c2cccnc12,23.4,29.1,16.7,21.3,19.6,32.1,5.5*,42.1

# Ordered by molecular weight (low to high): part of the list above
SMILES,MDA-MB-435,RPMI-8226,CCRF-CEM,MOLT-4,K-562,MDA-MB-231,MDA-MB-468,SR
CC(C)OC(=S)NC(=O)c1ccccc1,104.3,90.3,99.9,100.0,81.6,125.4,.,96.7
CC(C)C1CC(=O)c2c(oc3cc(O)c(O)cc23)C1 (configuration not stated),99.7,70.0,45.1,69.3,92.2,89.6,97.4,61.6
Cc1cccc(N=Nc2sc(-n3[nH]c(=O)ccc3=O)nc2C)c1,102.5,100.9,99.5,103.3,98.9,98.0,105.5,115.3

# No enrichment for hits (roughly 16% active in at least one column).
